EBI2 block: EBI2 receptor antagonists, beta-arrestin recruitment, primary screen, cell-based, luminescence, 7a,25-OHC stimulation, uHTS; 7a,25-OHC stimulated; inhibition, % at 5 µM; actives 0.81% (n = 360,000); in the data active = inhibition above about 38%;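 also: enzyme fragment complementation signal reports receptor beta-arrestin coupling in cells; 0% = agonist plus DMSO wells and 100% = wells without agonist; some results beyond the cut were filed as inactive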
CXCR6 inh: CXCR6 receptor inhibitors, primary screen, cell-based, beta-arrestin, luminescence, CHO-K1 PathHunter, 1536-well; inhibition, % at 20 µM; C-X-C chemokine receptor type 6 (Homo sapiens), O00574; actives 0.36% (n = 360,000); in the data active = inhibition above about 34%, passing the limit was not always enough;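 also: antagonist mode with CXCL16 agonist at 10 nM final; 0% = 10 nM CXCL16 with DMSO and 100% = unstimulated wells without agonist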
APOBEC3A inh: APOBEC3A ssDNA deaminase inhibitors, primary screen, selectivity assay for APOBEC3G inhibitor project, biochemical, FAM/TAMRA oligo cleavage fluorescence | actives 0.41% (n = 330,000) | inhibition, % at 20 µM | recombinant A3A, FAM/TAMRA ssDNA deamination fluorescence;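 active = at least 40% inhibition at 20 µM here, with at most 30% in a related deaminase screen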;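 also: plate controls were A3A with DMSO for no effect and wells lacking A3A enzyme for full effect; some results filed as inactive read as strong as hits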
APOBEC3G inh: APOBEC3G DNA deaminase inhibitors, primary screen, biochemical, fluorescence, single-stranded DNA substrate, uHTS | DNA dC->dU-editing enzyme APOBEC-3G (Homo sapiens), Q9HC16 | recombinant A3G, ssDNA deamination FAM/TAMRA fluorescence | inhibition, % at 20 µM | actives 0.28% (n = 330,000) | AID 493012, 2011;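 active = inhibition of at least 40% at 20 µM, with no more than 30% in the related APOBEC3A deaminase screen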;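 also: plate controls were DMSO wells with A3G for no effect and wells lacking A3G enzyme for full effect; some compounds called inactive have numbers as strong as hits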
NR3A LBD binder: binders of NR3A ligand-binding domain, primary screen, biophysical, differential scanning fluorimetry, uHTS; NR3A LBD differential scanning fluorimetry, Tm shift; 0% = protein alone, 100% = glycine-bound protein; Glutamate receptor ionotropic, NMDA 3A (GRIN3A) ligand-binding domain; actives 2.5% (n = 340,000); AID 1259313, 2017; Tm shift relative to glycine control, % at 25 µM;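 active = melting temperature shift of at least 10% of the positive control shift, at one fixed dose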
CCR6 antagonist: CCR6 receptor antagonists, primary screen, cell-based, CHO-K1, luminescence, beta-arrestin, uHTS | AID 493098, 2011 | CHO-K1 CCR6 PathHunter beta-arrestin, CCL20-stimulated | actives 0.49% (n = 340,000) | C-C chemokine receptor type 6 (Homo sapiens), P51684 | inhibition, % at 20 µM;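 active = compounds whose inhibition of the agonist-driven luminescence signal at 20 µM reaches about 50%, limit read from the data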;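 also: cells stimulated with CCL20 at 14 nM final; plate controls were DMSO with CCL20 for no effect and DMSO without agonist for full effect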
Target sequence (P51684 whole entry, looked up): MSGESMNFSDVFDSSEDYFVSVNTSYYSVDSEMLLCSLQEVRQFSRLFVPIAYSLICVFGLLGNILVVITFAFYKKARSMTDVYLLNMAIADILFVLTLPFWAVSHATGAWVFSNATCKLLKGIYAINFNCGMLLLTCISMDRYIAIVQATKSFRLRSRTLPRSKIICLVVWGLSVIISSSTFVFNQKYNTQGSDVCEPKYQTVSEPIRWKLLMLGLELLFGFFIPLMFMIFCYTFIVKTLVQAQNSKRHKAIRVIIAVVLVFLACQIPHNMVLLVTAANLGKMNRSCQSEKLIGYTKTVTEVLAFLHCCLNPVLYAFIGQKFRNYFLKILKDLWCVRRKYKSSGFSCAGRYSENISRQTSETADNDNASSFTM
MPTP inh: mitochondrial permeability transition pore inhibitors, primary screen, biochemical, isolated mouse mitochondria, absorbance; Ca2+ swelling absorbance, 30 min; inhibition, % at 10 µM; actives 1.4% (n = 360,000); AID 602449, 2012;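 active = inhibition of 50% or more, scaled per plate between neutral and stimulator controls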;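 also: 0% = DMSO wells given calcium and 100% = 1 mM EGTA wells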
Gli-Sufu block: Gli-Sufu pathway antagonists, primary screen, luciferase luminescence, Sufu-KO-LIGHT cells, uHTS; actives 0.74% (n = 340,000); inhibition, % at 5 µM; AID 588413, 2011; Sufu-KO-LIGHT fibroblasts, Gli luciferase reporter luminescence;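 active = inhibition above about 55%, limit read from the data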;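 also: 0% = DMSO-treated cells and 100% = wells with medium but no cells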
Starred values were filed as active, the others as inactive.

1	NCCc1nnc(SCc2c(F)cccc2Cl)o1
2	Fc1ccc(Sc2cc(Cl)c(-c3ccccc3)nn2)cc1
3	Cc1cc2cc(CCNC(=O)c3ccc(Br)o3)c(=O)[nH]c2cc1C
4	Cn1cc(CN2CCCC(CNC(=O)c3ccc4c(c3)OCO4)C2)c2ccccc21 (centres undefined)
5	Cc1ccc(S(=O)(=O)c2nc(C(C)(C)C)oc2N2CCOCC2)cc1
6	COC(=O)c1onc(-c2c(C)cc(C)cc2C)c1C(=O)OC

| screen / no. | 1 | 2 | 3 | 4 | 5 | 6 |
| --- | --- | --- | --- | --- | --- | --- |
| APOBEC3G inh | -8 | -5 | 3 | -2 | -10 | 2 |
| CCR6 antagonist | -1 | 24 | -12 | 9 | -3 | 12 |
| APOBEC3A inh | -3 | -1 | 3 | 0 | -11 | 8 |
| EBI2 block | -2 | 10 | 4 | 6 | -12 | -3 |
| Gli-Sufu block | 2 | 0 | 96* | 24 | 1 | 22 |
| NR3A LBD binder | 0 | 0 | -5 | 4 | 3 | 0 |
| CXCR6 inh | 8 | 6 | -6 | 11 | -4 | 0 |
| MPTP inh | -1.0 | -3.0 | 1.3 | -3.0 | -0.8 | 12 |

3 entries already listed, arranged by the value under APOBEC3A inh, largest number first.
nr	smiles	APOBEC3A inh
4	Cn1cc(CN2CCCC(CNC(=O)c3ccc4c(c3)OCO4)C2)c2ccccc21 (centres undefined)	0
2	Fc1ccc(Sc2cc(Cl)c(-c3ccccc3)nn2)cc1	-1
5	Cc1ccc(S(=O)(=O)c2nc(C(C)(C)C)oc2N2CCOCC2)cc1	-11

Part of the list above, with each value named.
2) Fc1ccc(Sc2cc(Cl)c(-c3ccccc3)nn2)cc1
  APOBEC3G inh = -5
  CCR6 antagonist = 24
  APOBEC3A inh = -1
  EBI2 block = 10
  Gli-Sufu block = 0
  NR3A LBD binder = 0
  CXCR6 inh = 6
  MPTP inh = -3.0
3) Cc1cc2cc(CCNC(=O)c3ccc(Br)o3)c(=O)[nH]c2cc1C
  APOBEC3G inh = 3
  CCR6 antagonist = -12
  APOBEC3A inh = 3
  EBI2 block = 4
  Gli-Sufu block = 96*
  NR3A LBD binder = -5
  CXCR6 inh = -6
  MPTP inh = 1.3

Bioassay records deposited in PubChem by Sanford-Burnham Center for Chemical Genomics.
